Screening data from PubChem BioAssay.
TEAD-YAP block: TEAD-YAP interaction inhibition. HEK-TIYL cells, TEAD-Gal4/YAP UAS-luciferase luminescence. inhibition, % at 9.12 µM. 640,000 tested, 1.4% active; in the data active means inhibition above about 32%;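 further: 0% = median of test compound wells and 100% = reference inhibitor wells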
FBW7 activator: human FBW7 E3 ligase activation, primary screen | 650,000 tested, 0.13% active | AlphaScreen FBW7–phospho-cyclin E peptide binding, activator screen | AID 1259310 | normalized activity (activation), % at 26.1 µM; in the data active means normalized activity above about 1.9%;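 further: purified mutant Fbw7 with reduced substrate affinity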
Target sequence (Q969H0 whole entry, looked up): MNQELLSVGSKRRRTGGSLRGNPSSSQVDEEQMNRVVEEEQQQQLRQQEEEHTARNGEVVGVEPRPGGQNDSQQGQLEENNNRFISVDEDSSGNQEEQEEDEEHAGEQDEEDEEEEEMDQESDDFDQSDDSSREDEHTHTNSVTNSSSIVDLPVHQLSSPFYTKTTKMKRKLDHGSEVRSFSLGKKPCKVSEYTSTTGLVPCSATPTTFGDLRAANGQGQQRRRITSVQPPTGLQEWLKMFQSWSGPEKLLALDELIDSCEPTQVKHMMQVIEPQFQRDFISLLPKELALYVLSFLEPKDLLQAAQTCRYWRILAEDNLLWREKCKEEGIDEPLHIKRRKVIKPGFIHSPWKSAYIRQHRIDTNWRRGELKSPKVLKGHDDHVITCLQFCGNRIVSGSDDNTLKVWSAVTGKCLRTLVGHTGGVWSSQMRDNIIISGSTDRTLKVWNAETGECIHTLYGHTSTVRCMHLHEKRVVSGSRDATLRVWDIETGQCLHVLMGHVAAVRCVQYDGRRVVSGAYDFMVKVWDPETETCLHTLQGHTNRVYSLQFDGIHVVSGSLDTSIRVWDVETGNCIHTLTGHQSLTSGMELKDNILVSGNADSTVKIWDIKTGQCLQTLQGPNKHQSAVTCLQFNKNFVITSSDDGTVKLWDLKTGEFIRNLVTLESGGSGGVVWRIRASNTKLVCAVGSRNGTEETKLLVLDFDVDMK
MITF primary: inhibitors of human MITF | AlphaScreen MITF homodimerization, bead proximity signal | O75030 | inhibition, % at 2.6 µM | 650,000 tested, 0.91% active; in the data active means inhibition above about 50%;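 further: 0% = vehicle wells with protein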
GPR151 ag: activates the human receptor GPR151. PathHunter beta-arrestin GPR151 cells, luminescence. Q8TDV0. activation, % at 11.2 µM. AID 1508602. 650,000 tested, 1% active; in the data active means activation above about 4.9%;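 further: 0% = median of compound wells and 100% = cells with positive control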
* = called active by the depositor; & = joins results of further samples.

SMILES	TEAD-YAP block	FBW7 activator	MITF primary	GPR151 ag
COc1ccc(NC(=O)C2Sc3nnc(C)n3NC2c2ccc(OC)c(Cl)c2)cc1 (stereo unspecified)	3	0.0	5	-0.4
CCOC(=O)c1c(NC(=O)CSc2ncnc3sc4c(c23)CCCC4)sc2c1CCC2	0	-0.1	-3	0.2
CC(N=C(NS(=O)(=O)c1ccc(Cl)cc1)c1ccccc1)C(=O)O (stereo unspecified)	12&22	0.3&0.0	3&-3	1.9&0.8
COc1ccccc1NC(=O)c1sc2ncnc(N3CCN(c4ccccc4F)CC3)c2c1C	2	0.3	-7	1.0
CCN(CC)C(=O)c1sc(NC(=O)/C=C/c2ccc3c(c2)OCO3)c(C#N)c1C	7	0.1	11	3.1
CC(C)c1ccc(N(C)C(=O)CNC(=O)Cn2cnc3sc4c(c3c2=O)CCCC4)cc1	-5	-0.1	-2	-0.7
C/C(=N\NC(=O)CNc1ccccc1C)c1ccc(Cl)cc1	-3	0.1	13	0.3
COc1ccc(NC(=S)N2CCN(C(=O)c3ccco3)CC2)cc1	5	0.1	11	1.3
N#Cc1ccc(NCc2ccc(Cl)cc2)c([N+](=O)[O-])c1	-12	-0.3	7	-0.7
CCc1nnc(NS(=O)(=O)c2ccc(NC(=O)c3ccccc3I)cc2)s1	6	0.0	5	0.7
NCC1OC(O[C@@H]2[C@H](O)C(OC3C(O)C(N)CC(N)C3OC3OC(CO)C(O)C(O)C3N)O[C@@H]2CO)C(N)C(O)C1O (stereo partly specified)	6	-0.1&0.0	-13&19	-0.6&-0.6
O=C(Nc1ccccc1)c1cccc2c3c([nH]c12)CCCC3	-21	0.0	-5	-1.1
CCOC(=O)c1ccc(NCc2ccc(N(C)C)cc2)cc1	-7	0.0	5	0.3
COc1cccc(/C=N/NC(=O)C(=O)Nc2ccc(Cl)cc2C)c1	-11	-0.1	1	-0.2
CCOc1ccc(/C(O)=C2/C(=O)C(=O)N(CCCN3CCOCC3)C2c2ccc(OC)c(OC)c2)cc1C (stereo unspecified)	-16	-0.1	-4	0.6
O=C(Nc1cccc(Cl)c1)c1ccc(N2CCN(CCO)CC2)c([N+](=O)[O-])c1	-31	0.0	4	1.9
CC1(C)CC(=O)C2=C(C1)OC1=C(C(=O)CC(C)(C)C1)C2c1ccccc1O	16	-0.1	2	1.6
Cc1cc(C)nc(NC(=O)CSc2ncccn2)n1	-2	0.2	8	-0.2
CC1CCN(C(=O)CSc2nc3ccccc3[nH]2)CC1	-64	0.3	8	-0.7
COC(=O)c1ccc(N2C(=O)C3C4C=CC(C(OC(C)=O)OC(C)=O)(O4)C3C2=O)cc1 (stereo unspecified)	5	-0.1	13	-0.5
O=C(Nc1nccs1)C(=O)NC1CCCCCC1	-48	-0.2	-3	2.0
Cc1cc(OCC(=O)NCc2ccc3c(c2)OCO3)cc(C)c1Cl	-11	0.7	23	-0.9
C/C(=N/NC(=S)NCc1ccccc1)c1ccccc1	-17	-0.1	10	-1.5
Cn1ccnc1P(=O)(c1ccccc1)c1ccccc1	-2	0.5	16	2.4
CCN1CCN(CC(=O)Nc2ccc(N3CCCCC3)cc2)CC1	-1	-0.1	81*	0.5
C[C@@H]1O[C@@H](Oc2c(-c3ccc(O)c(O)c3)oc3cc(O)cc(O)c3c2=O)[C@@H](O)[C@H](O)[C@@H]1O	-1&-4	-0.1&0.3	16&4	-2.4&-1.5
Cc1sc2ncnc(N3CCN(Cc4ccccc4)CC3)c2c1C	-6	-0.1	5	0.5
O=C(OCCOc1ccccc1F)c1cc(S(=O)(=O)N2CCOCC2)ccc1F	6	0.0	-2	0.1
FC(F)(F)c1ccc(C2Nc3cccc4cccc(c34)N2)cc1	11	0.0	8	0.6
Cc1ccc(CC2(C)C(=O)Nc3ccccc32)cc1 (stereo unspecified)	1	-1.1	-7	0.4
CC(=O)/C(=C/c1ccccc1)C(=O)Nc1ccccc1C	-1	0.0	16	-1.7
O=C(NCc1ccccc1Cl)c1cccc2nc3ccccc3nc12	1	0.7	26	3.0
COC(=O)c1ccccc1NC(=S)N1CCN(c2ccccn2)CC1	1	0.0	14	0.1
O=C(NCCc1ccccc1)c1ccc2c(=O)n(-c3ccc(F)cc3)c(=S)[nH]c2c1	0	-0.1	6	-0.7
CN(CC(CC(=O)Nc1nncs1)c1ccccc1)S(=O)(=O)c1ccccc1 (stereo unspecified)	3	0.5	-2	-0.7
O=C(CN(CCc1ccccc1)C(=O)c1csnn1)NCc1ccc(F)cc1	-1	0.2	20	-0.2
COCCCNC(=O)c1cc2cccc(OC)c2oc1=O	1	0.4	15	-1.8
CCOC(=O)N1CCc2c(sc(NC(=O)c3ccc(S(=O)(=O)N(C)c4ccccc4)cc3)c2C(=O)OC)C1	-2	0.1	17	0.6
CCOc1ccc(N=CC2=C(O)CC(C)(C)CC2=O)cc1	-9	0.1	2	-1.3
Cc1ccccc1Cn1nc(C)c(NC(=O)c2nn3cccnc3c2Cl)c1C	-1	0.7	17	-1.0
CCOc1ccc(CO/N=C/c2c(C)[nH]c(=O)[nH]c2=O)cc1	-8	0.1	9	0.0
CCOC(=O)COc1c(Cl)cc(C=O)cc1OCC	3	-0.1	-7	0.5
COc1cc(C(=O)Nc2cc(C(=O)Nc3cccc(C)n3)ccc2N2CC3CC(C2)c2cccc(=O)n2C3)cc(OC)c1OC (stereo unspecified)	-6	0.0	4	0.4
COc1ccc(CSCC(=O)NN=C2CCN(C)CC2)cc1	6	0.0	-3	2.0
Cc1cc(Br)ccc1NC(=O)CN(C)S(=O)(=O)c1ccccc1	1	-0.2	-7	1.9
COC(=O)C12CC3CC(C1)CC(c1ccc([N+](=O)[O-])cc1)(C3)C2	-9	-0.1	7	4.7
COc1cccc(CN2CC3=C(C2=O)C(c2cc(OC)c(OC)c(OC)c2)NC(=O)N3)c1 (stereo unspecified)	3	0.3	21	-0.7
CCOC(=O)c1c(C)oc2c1c1c(c3ccccc32)OCN(Cc2ccco2)C1	-44	-0.1	7	1.9
Cc1cc(OC(=O)c2ccc(Br)cc2)c([N+](=O)[O-])c(=O)[nH]1	9	-0.2	-3	4.6
CC1(C)CC(=O)C2=C(C1)NC(=O)CC2c1ccccc1I (stereo unspecified)	6	-0.2	-13	-0.2
CCc1ccc(CNC(=O)CCc2nnc(Cc3ccc4c(c3)OCO4)o2)nc1	-10	0.0	7	0.1
COc1ccc(-c2cn3nc(N4CCC(C(=O)O)CC4)sc3n2)cc1	-15	0.2	2	-1.1
Cc1ccccc1NC(=O)Cn1c(C)cc(C)c(C#N)c1=O	4	0.0	-1	-0.1
CC(=O)c1sc(NC(=O)C(C)Oc2ccc3c(C)cc(=O)oc3c2)nc1C (stereo unspecified)	-1	0.1	11	0.9
NC(=O)c1ccccc1NC(=O)NC1CC(=O)N(c2ccc(F)cc2)C1 (stereo unspecified)	0	-0.2	-12	1.1
CCCCN1C(=O)C2CC/C(=N/NC(N)=S)CC2C1=O (stereo unspecified)	-3	0.5	3	-0.5
CC(C)(CN1CCN(Cc2ccccc2)CC1)NS(=O)(=O)c1ccc(Cl)cc1	4	0.0	-5	0.9
CCOC(=O)CC(=O)CSc1nc2ccsc2c(=O)n1Cc1ccc(C)cc1	6	0.1	-3	0.0
O=C(NC1CCCCC1)[C@H]1C=CCN1C(=O)C1CC1	1	0.1	-26	7.4*
CCc1cc(=O)[nH]c(-n2nc(C3CC3)cc2NC(=O)C2CCCC2)n1	23	-0.3	-2	-0.7

Reprinted from the listing (five entries):
SMILES	TEAD-YAP block	FBW7 activator	MITF primary	GPR151 ag
CCCCN1C(=O)C2CC/C(=N/NC(N)=S)CC2C1=O (stereo unspecified)	-3	0.5	3	-0.5
CC(C)(CN1CCN(Cc2ccccc2)CC1)NS(=O)(=O)c1ccc(Cl)cc1	4	0.0	-5	0.9
CCOC(=O)CC(=O)CSc1nc2ccsc2c(=O)n1Cc1ccc(C)cc1	6	0.1	-3	0.0
O=C(NC1CCCCC1)[C@H]1C=CCN1C(=O)C1CC1	1	0.1	-26	7.4*
CCc1cc(=O)[nH]c(-n2nc(C3CC3)cc2NC(=O)C2CCCC2)n1	23	-0.3	-2	-0.7

(listing goes on)
SMILES	TEAD-YAP block	FBW7 activator	MITF primary	GPR151 ag
CC[C@@H](Cn1ncc2ccccc2c1=O)NC(=O)c1cnccn1	4	-0.1	-3	1.0
COc1ccc(CN2CCNC(=O)C2CC(=O)N(Cc2nccn2C)C(C)C)cc1C (stereo unspecified)	3	0.2	15	-1.6
CC(=O)N1c2c(cc(Br)cc2S(=O)(=O)NCc2ccc(C)cc2)CC1C (stereo unspecified)	-12	-0.1	-107	0.4
COc1ccc([N+](=O)[O-])cc1NC(=O)c1sc2nc3n(c(=O)c2c1C)CCCC3	8	-0.1	-1	1.6
COc1ccc(Nc2cc(C(=O)N3CCCCC3)c3ccccc3n2)c(OC)c1	9	0.0	13	-1.3
CN(C)c1ccc(CNS(=O)(=O)c2cc(Br)cnc2N)cc1	5	-0.3	-6	0.4
CCOC(=O)c1cnc2ccc(Cl)cc2c1Nc1ccc2c(c1)OCCO2	4	0.2	15	1.0
COC(=O)C1C(=O)NC(SC)=C(C#N)C1c1ccccc1OC (stereo unspecified)	8	0.0	1	-0.5
CCOC(=O)c1sc2nc(SCc3ccccc3C)n(Cc3ccccc3Cl)c(=O)c2c1C	-6	-0.2	-6	-0.8
COc1ccc(C(=O)Nc2ccc(S(=O)(=O)c3ccc(NC(=O)c4ccc(OC)c(OC)c4)cc3)cc2)cc1OC	-7	-0.1	-6	0.2
COc1ccc(C2(C)NC(=O)N(CC(=O)Nc3ccccc3C)C2=O)cc1 (stereo unspecified)	-2	-0.2	-5	0.1
Cc1ccccc1OCCCCn1c(-c2ccc(Cl)cc2)nc2ccccc2c1=O	-3	0.7	11	0.7
CC(=O)c1cccc(NC(=O)C(CC(C)C)N2C(=O)c3ccccc3C2=O)c1 (stereo unspecified)	9	0.0	14	-1.3
CC(O)c1no[n+]([O-])c1C(C)O (stereo unspecified)	2	-0.2	3	3.9
COC(=O)c1cccc(C(=O)NCC2Cc3cc(-c4ccccc4C(C)=O)ccc3O2)c1 (stereo unspecified)	-17	0.1	8	3.8
N#Cc1cc2cc3c(cc2nc1SCC(=O)Nc1ccc(N2CCOCC2)cc1)OCO3	-9	0.0	-3	0.4
Cc1ccc(S(=O)(=O)N(C)c2ccc(C(=O)NCc3ccccc3)cc2)cc1	7	0.2	3	0.7
CC(C)COc1ccc(C(=O)Nc2nn3c(CC(C)C)nnc3s2)cc1	-6	0.0	-5	2.0
COc1cc(NC(=O)C2CC(c3ccc(Cl)cc3)=NO2)cc(OC)c1OC (stereo unspecified)	8	0.1	5	0.1
O=[N+]([O-])c1cc(N=Cc2cc3c(cc2[N+](=O)[O-])OCO3)ccc1Cl	7	-0.1	-3	0.1

Complete entries from above.
Results for Cc1ccccc1OCCCCn1c(-c2ccc(Cl)cc2)nc2ccccc2c1=O : TEAD-YAP block = -3; FBW7 activator = 0.7; MITF primary = 11; GPR151 ag = 0.7
Results for CCOC(=O)c1cnc2ccc(Cl)cc2c1Nc1ccc2c(c1)OCCO2 : TEAD-YAP block = 4; FBW7 activator = 0.2; MITF primary = 15; GPR151 ag = 1.0
Results for COc1ccc([N+](=O)[O-])cc1NC(=O)c1sc2nc3n(c(=O)c2c1C)CCCC3 : TEAD-YAP block = 8; FBW7 activator = -0.1; MITF primary = -1; GPR151 ag = 1.6

Additional structures follow:
SMILES	TEAD-YAP block	FBW7 activator	MITF primary	GPR151 ag
N#Cc1ccccc1NC(=O)CSc1cccc[n+]1[O-]	16	0.6	27	-0.1
Cc1ccc(S(=O)(=O)N(C)CC(=O)Nc2ccc(C#N)cc2)cc1	-6	0.0	20	-1.3
O=C(N/N=C/c1ccc(F)cc1)C(O)c1ccccc1 (stereo unspecified)	7	0.0	-22	0.0
CC(=O)Nc1ccc(N2C(=O)C[n+]3ccccc3C2C(=O)Nc2ccc(Cl)cc2)cc1 (stereo unspecified)	-1	-0.2	-3	0.5
COc1cccc(-c2csc(-n3nc(C)cc3NC(=O)c3ccccc3)n2)c1	-8	0.4	11	-0.7
Cc1ccccc1NC(=O)c1c(NC(=O)COc2ccc(Cl)cc2)sc2c1CCC2	-3	0.2	-7	-0.8
COC(=O)c1c(N2C(N)=C(C#N)C(c3cccnc3)C3=C2CC(C)(C)CC3=O)sc2c1CCCC2 (stereo unspecified)	9	0.1	-6	-0.1
Cc1cc(C)n2nc(C(=O)N3CC[C@H]4[C@H](CCC(=O)N4CC4CCCCC4)C3)cc2n1	3	0.1	-16	-0.5
O=C(Nc1ccccc1N1CCOCC1)c1cncc(Br)c1	15	0.2	0	-0.6
COc1ccc(NC(=O)c2c([N+](=O)[O-])cnn2C)cc1	8	0.1	3	-0.6
Cc1cc(NCCN(C(C)C)C(C)C)nc(Oc2ccccc2)n1	64*	0.1	-2	0.8
CSc1ccc(C2C(C(=O)OCc3ccccc3)=C(C)NC3=C2C(=O)CCC3)cc1 (stereo unspecified)	0	0.0	1	-0.1
C/C(=N\NS(=O)(=O)c1ccc(Cl)c([N+](=O)[O-])c1)c1ccc(C)o1	8	-0.1	17	1.6
Cc1nc2ccccc2c2oc(C(=O)NCCCN3CCCC3=O)cc12	9	0.4	9	-1.6
O=C(O)CN1C(=O)/C(=C\c2ccco2)SC1=S	1	-0.1	32	0.6
NC(=O)N/N=C/c1ccc(OCC(=O)N2CCCCC2)cc1	4	0.0	10	-0.3
O=c1[nH][nH]c(=O)c2c(N=Cc3c[nH]c4ccccc34)cccc12	-8	0.4	9	-1.0
